CaV13 FRET inh: Disruptors of the CACNA1D IQ motif to Ca2+-dependent inactivation inhibitor domain association, primary screening, Förster resonance energy transfer in intact living … | HEK cells, CFP/YFP FRET ICDI-IQ, plate reader, 10 min; percent FRET-ratio fall versus neutral wells | inhibition, % at 12.3 µM | actives 0.098% (n = 340,000) | AID 743397;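 active = mean replicate inhibition of at least 30% and at least 1% of replicates passing that level; inconclusive = only one of the two criteria is met; inactive = neither criterion is met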;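 also: 0% = median of the neutral control wells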
ABCB6 inh MLPCN: blocks the human ABCB6 transporter; fluorescence ratio to DMSO, % at 10 µM; Q9NP58; K562-ABCB6 porphyrin accumulation, flow cytometry, 1 h; stronger effect = lower value; actives 0.19% (n = 360,000);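 active = fluorescence ratio to DMSO below 75%, the collection mean minus 3 SD; inconclusive = too few cells collected in the well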;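 also: signal is porphyrin accumulated inside mitochondria; 100% equals median channel fluorescence of DMSO control wells; lower ratio means ABCB6 inhibition with less porphyrin fluorescence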
PDI turbidity: inhibitors of human protein disulfide isomerase. P07237. PDI insulin aggregation turbidity, A650, 90 min. inhibition, % at 10 µM. actives 0.052% (n = 350,000). AID 588391;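 active = mean inhibition across replicates of 30% or more, whatever share of single replicates reach that level; inconclusive = mean inhibition below 30% while every single replicate reaches 30%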;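 also: absorbance from insulin aggregation driven by PDI reduction with DTT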
Cardio protect: myocardial damage modulation in H9c2 cells; protection from H2O2 cell death, % at 20 µM; actives 0.63% (n = 360,000); H9c2 cardiomyocytes, H2O2 injury protection, ATPLite, 2 h;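 active = compounds giving at least 50% protection of heart cells from peroxide-induced death in the single-dose screen, raw or plate-pattern-corrected value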;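 also: 0% = DMSO wells with peroxide and 100% = DMSO wells without peroxide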
aDG glyco up: increases alpha dystroglycan glycosylation; Pro5-aDG cells, alpha-DG glycosylation AlphaScreen (IIH6); 0% Pro5, 100% B10-LARGE cell signal; activation, % at 10 µM; actives 0.22% (n = 360,000); AID 624168;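 active = activation of at least 8% versus controls, or a plate z-score of at least 8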;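 also: Pro5 are CHO cells carrying HIG-tagged alpha-DG that lacks glycosylation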
Vif inh: HIV Vif inhibition; inhibition, % at 7.49 µM; HEK293T cells, Vif self-association by quenched fluorescence, imaging, 24 h; actives 0.35% (n = 340,000); in the data active = inhibition above about 50%, passing the limit was not always enough; inconclusive = no clear call, values can overlap the other calls; inactive = below about 31%; also: some results filed as inactive read as strong as hits
MC4R antagonist: antagonists of human melanocortin 4 receptor (MC4R); P32245; MC4R-expressing cells, MTII-stimulated cAMP, LANCE TR-FRET; inhibition, % at 6.5 µM; actives 0.48% (n = 360,000); AID 540295;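 active = inhibition above its plate's cutoff, the mean of tested wells on that plate plus 3 SD, cut at about 29% in these data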;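 also: 0% = Melanotan II alone and 100% = Melanotan II plus saturating MCL0020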
Target sequence (P32245 whole entry, looked up): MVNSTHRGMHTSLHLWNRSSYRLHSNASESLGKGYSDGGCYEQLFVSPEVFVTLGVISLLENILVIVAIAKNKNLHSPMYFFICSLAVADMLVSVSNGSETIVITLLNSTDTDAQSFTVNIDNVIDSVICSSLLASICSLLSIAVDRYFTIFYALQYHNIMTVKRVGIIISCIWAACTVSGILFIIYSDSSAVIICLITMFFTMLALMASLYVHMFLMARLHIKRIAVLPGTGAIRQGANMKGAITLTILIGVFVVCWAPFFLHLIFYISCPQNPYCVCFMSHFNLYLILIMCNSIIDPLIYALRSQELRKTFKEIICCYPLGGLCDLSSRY
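Assay system: human MC4R-expressing U2OS cells; reagent: Melanotan II stimulation of cells; dosing: 6.5 µM single dose; timing: compound 30 min, challenge 1 h, detection 1 h; signal: TR-FRET cAMP assay; replicates: one well per compound, no replicates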
N-glyco inh: N-linked glycosylation inhibition; D54 ERlucT glycosylation luciferase reporter, 24 h; percent of 100 nM tunicamycin response; reporter increase, % at 12.5 µM; actives 0.23% (n = 360,000);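 active = mean luciferase reporter signal, scaled so untreated is 0 and the glycosylation-blocking control 100, at or above a set limit in every replicate; inconclusive = mean reaches the limit but not every replicate does; inactive = mean below the limit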;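 also: luciferase carries N-glycosylation sites so blocking glycosylation raises the light; 0% = median of neutral control wells and 100% = median of 100 nM tunicamycin wells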
MC4R ag barr: agonists of human melanocortin 4 receptor (MC4R) beta-arrestin; P32245; activation, % at 8.9 µM; U2OS MC4R beta-arrestin complementation, luminescence; percent of melanotan II response, DMSO zero; actives 0.98% (n = 360,000);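 active = activation above a per-plate cutoff, the mean activation of sample wells on that plate plus 3 SD, cut at about 8% in these data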
m5-HT2A agonist: activates the mouse 5-HT2A serotonin receptor | P35363 | CHO-K1 mHTR2A beta-arrestin complementation, luminescence; percent of 30 µM serotonin response | activation, % at 7.6 µM | actives 0.66% (n = 360,000);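 active = activation above a run cutoff, the mean activation of all tested compounds plus 3 SD, cut at about 14% in these data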;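 also: 0% = plate median of compound wells and 100% = 30 µM serotonin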
Target sequence (P35363 whole entry, looked up): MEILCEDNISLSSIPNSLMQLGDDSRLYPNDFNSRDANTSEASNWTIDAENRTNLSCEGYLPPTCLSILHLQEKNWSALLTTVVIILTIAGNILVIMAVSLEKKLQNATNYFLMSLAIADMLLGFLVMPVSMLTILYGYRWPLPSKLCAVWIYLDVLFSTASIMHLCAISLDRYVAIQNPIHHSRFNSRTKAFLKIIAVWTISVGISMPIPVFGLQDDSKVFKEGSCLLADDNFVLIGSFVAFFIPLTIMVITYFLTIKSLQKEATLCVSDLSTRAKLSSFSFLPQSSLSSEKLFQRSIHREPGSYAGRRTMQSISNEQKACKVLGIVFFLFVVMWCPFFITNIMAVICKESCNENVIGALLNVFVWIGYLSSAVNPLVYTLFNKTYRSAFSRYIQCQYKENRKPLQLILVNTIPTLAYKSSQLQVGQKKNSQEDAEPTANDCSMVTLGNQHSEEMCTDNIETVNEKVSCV
Active calls of the source: *; ? = inconclusive; nt = not tested or not shown. The order is random. About 3.6% of those tested had a hit in this group.

SMILES	CaV13 FRET inh	ABCB6 inh MLPCN	PDI turbidity	Cardio protect	aDG glyco up	Vif inh	MC4R antagonist	N-glyco inh	MC4R ag barr	m5-HT2A agonist
O=C(c1cccc(Cl)c1)N1CCC(=O)N(C(COCc2ccccc2)Cc2ccccc2)CC1 (stereo unspecified)	55*	92	10	4	0.3	0	4	0	-1.6	-3
CCN(CC)C(=O)c1ccc2sc([C@@H]3O[C@H](CO)[C@H](O)[C@H](O)[C@H]3O)nc2c1	-4	98	-7	5	-0.1	-9	1	0	1.0	2
COc1ccc([C@H]2CC(=O)C=C(c3ccccc3Oc3ccccc3)C2)cc1	-6	93	-2	-8	0.5	-3	14	-5	0.1	-4
Fc1ccc(/C=C2\CCCC3=C2Nc2ncnn2C3c2ccc(F)cc2)cc1 (stereo unspecified)	-4	90	4	-7	-0.6	-2	9	-8	-0.1	5
COc1ccc(C(=O)OCC(=O)Nc2ccc(F)c(F)c2F)cc1OC	-4	85	14	-7	0.1	21	2	2	-1.0	3
O=C(CN(C1CCCCC1)S(=O)(=O)c1ccc(Cl)cc1)NCc1ccncc1	-9	84	-1	4	-0.2	8	-9	-3	-2.0	-5
CN1CCC(=O)N([C@H](CN=[N+]=[N-])c2ccccc2)CC1	-6	101	-1	9	0.1	4	12	0	1.0	-3
O=C(c1ccccc1)N1CCN(c2ccccc2F)CC1	-4	95	-16	0	0.2	7	6	0	-2.6	0
O=C1c2cccc3cccc(c23)C(=O)N1c1nccs1	-7	101	2	9	-0.2	3	23	1	-0.7	1
COc1ccc2oc(=O)c(-c3nnc(NCc4ccco4)s3)cc2c1	-11	99	-10	11	0.4	-1	-20	16	1.3	3
Cc1cc2ccccc2n1CCNC(=O)COc1ccc2ccccc2c1	-9	99	nt	5	0.0	-10	8	-3	-0.7	-1
COc1ccc(/C=C/C(=O)OCC(=O)NCC2CCCO2)cc1 (stereo unspecified)	4	97	-96	0	-0.1	-4	-6	0	2.3	2
Cc1ccc(NC(=O)C2CCN(S(=O)(=O)c3ccc4c(c3)NC(=O)CO4)CC2)cc1C	-14	98	-2	9	-0.3	-1	3	-2	-2.7	-12
COc1ccccc1CN1CC(C(=O)NCc2cc(C(C)C)no2)CCC1=O (stereo unspecified)	-6	103	-2	0	0.9	-5	3	2	0.0	6
CC(C)c1nc(CN2CCCCC2)cc(=O)[nH]1	-4	102	4	4	-0.1	-4	27	1	-0.5	-1
CN(CC(=O)Nc1cc(C(F)(F)F)ccc1-n1cncn1)Cc1ccccc1N1CCOCC1	-16	95	-2	-9	0.4	-4	5	6	2.2	-3
COc1ccc(C=O)cc1CSc1nnc(COc2cccc3cccnc23)o1	-5	96	-5	14	0.0	10	8	2	-0.6	6
Cc1cc(C)n2c(SCC(=O)Nc3cccc(S(N)(=O)=O)c3)nnc2n1	-6	97	3	4	0.0	22	-2	2	-2.0	3
COc1cccc(C2CC(c3c(F)cccc3Cl)n3nc(N)nc3N2)c1 (stereo unspecified)	-1	97	2	-14	-0.3	0	4	1	-0.3	4
COc1ccc(N(CC(=O)N/N=C/c2ccc(OC)c(OC)c2)S(=O)(=O)c2ccccc2)cc1	-2	99	-7	1	0.0	-2	14	-1	-0.8	-8
Cc1onc(-c2ccccc2Cl)c1C(=O)Nc1ccccc1O	-2	99	-6	-7	0.0	-20	-4	-1	1.6	3
CC(C)(C)NC(=O)C(c1ccc(F)cc1)N(Cc1ccco1)C(=O)CCC(=O)Nc1ccccn1 (stereo unspecified)	-4	96	21	2	0.1	17	19	-1	0.3	-2
CCCCC(=O)Nc1ccc(NC(=O)c2ccc([N+](=O)[O-])cc2Cl)cc1OC	-5	105	3	0	12*	2	19	-3	0.1	3
COc1cccc2cc(-c3cc(=O)oc4ccc(OCC(C)=O)cc34)oc12	-7	95	1	63*	-0.8	-7	-43	4	0.1	1
Cc1ccc(NC(=O)CSCc2cc(=O)n3cc(C)sc3n2)cc1	-3	93	5	2	-0.1	9	8	1	0.8	2
O=[N+]([O-])c1cccc(-c2c[n+]3c(n2-c2ccccc2)SCC3)c1	5	98	2	5	0.0	3	5	4	-1.5	1
COc1ccc(OC)c(S(=O)(=O)N2CCC(C(=O)NCCc3ccccc3)CC2)c1	-7	93	0	2	-0.1	3	14	-1	-0.6	-1
CC(C)(O)C#Cc1ccc([C@@H]2C[C@H]3CN(c4ccccc4)C(=O)[C@]34CCCN24)s1	-16	99	-1	-1	0.3	-30	7	-19	-1.0	-5
Cc1c(C(=O)NCc2cccc([N+](=O)[O-])c2)sc(=O)n1Cc1ccc(C(C)C)cc1	1	97	-8	4	-0.1	-6	-3	-9	2.9	-5
Cc1cccc(NC(=O)c2cc([N+](=O)[O-])ccc2N2CCOCC2)c1C	-5	104	6	-1	0.2	nt	10	2	-0.6	2
O=C(N[C@@H](c1ccccc1)[C@H](O)c1ccccc1)[C@@H]1CCCN1C(=O)OCc1ccccc1	-6	98	-1	-1	1.3	-5	6	-2	0.5	2
OC(COCC1COc2ccccc2O1)CN1CCN(c2ccc(F)cc2)CC1 (stereo unspecified)	-15	95	1	0	0.0	-4	-2	0	1.5	-5
O=C(NCc1ccncc1)C(=O)NCC(c1ccco1)N1CCN(c2ccc(F)cc2)CC1 (stereo unspecified)	-6	94	-30	-5	0.3	-7	2	0	-1.6	-2
NC(=O)c1cccc2c1C(=O)N(C1CCCCC1)C2	-6	101	nt	78*	-0.1	6	4	-2	2.2	-1
Cc1ccnc(NC(=O)C2CCN(S(=O)(=O)c3ccc(Cl)c(C(F)(F)F)c3)CC2)c1	-6	90	-2	-2	0.0	-14	5	0	6.7	10
CC(=O)N1c2ccc(S(=O)(=O)N3CCC(C(=O)NC(C)c4ccccc4)CC3)cc2CC1C (stereo unspecified)	-6	104	6	-3	-0.1	-4	2	0	-1.1	-1
Cc1cc(C)n2nc(CNS(=O)(=O)c3ccc(C)c(C)c3)nc2n1	-6	98	nt	4	-0.2	8	12	0	0.8	-6
COCCN(C(=O)CSc1ccc2c(c1)OCCO2)c1c(N)n(CC(C)C)c(=O)[nH]c1=O	-8	98	-4	4	0.0	-5	5	2	-1.2	2
COc1ccc(/C=C/C2=NC(=C\N(C)C)/C(=O)O2)cc1	nt	96	-1	-10	0.0	-4	-13	-1	-1.4	0
Cc1c(NC(=O)CSc2nnc(-c3ccncc3)o2)c(=O)n(-c2ccccc2)n1C	-3	99	-6	5	0.5	11	10	1	0.1	0

Exported as comma-separated lines: part of the list above
canonical_smiles,CaV13 FRET inh,ABCB6 inh MLPCN,PDI turbidity,Cardio protect,aDG glyco up,Vif inh,MC4R antagonist,N-glyco inh,MC4R ag barr,m5-HT2A agonist
NC(=O)c1cccc2c1C(=O)N(C1CCCCC1)C2,-6,101,nt,78*,-0.1,6,4,-2,2.2,-1
OC(COCC1COc2ccccc2O1)CN1CCN(c2ccc(F)cc2)CC1 (stereo unspecified),-15,95,1,0,0.0,-4,-2,0,1.5,-5

Next section
SMILES	CaV13 FRET inh	ABCB6 inh MLPCN	PDI turbidity	Cardio protect	aDG glyco up	Vif inh	MC4R antagonist	N-glyco inh	MC4R ag barr	m5-HT2A agonist
O=C(Nc1cccc(-c2cn3ccccc3n2)c1)c1cccc(Cl)c1	-11	106	-3	-27	0.7	7	2	?	6.3	6
O=C(Cc1ccc([N+](=O)[O-])cc1)Nc1cccc(C(F)(F)F)c1	-4	102	8	-14	3.1	-9	-5	0	4.0	-8
CCOC(=O)C1CCN(C(=O)COC(=O)C2CCN(S(=O)(=O)c3ccc(C)c(C)c3)CC2)CC1	-6	102	-1	-8	-0.3	-2	7	0	-0.3	-1
COc1ccc(NC(=O)c2cc([N+](=O)[O-])nn2Cc2ccccc2)c(C)c1	-6	99	17	-4	0.0	4	6	-1	-0.5	-2
CCc1nc2c3cnn(-c4cc(Cl)ccc4C)c3ncn2n1	nt	85	7	-6	0.0	-8	3	1	2.9	16*
Cc1ccccc1OCC(=O)O/N=C(\N)Cc1ccc(Cl)cc1	nt	98	0	-10	0.0	-3	-8	2	2.5	0
CC[n+]1c(/C=C(\C)SC)sc2ccccc21	-7	116	2	-14	0.4	-7	-5	6	1.1	1
COCn1c(COc2ccc3ccccc3c2)nc2ccccc21	-4	99	0	-24	0.4	-6	14	-6	-2.2	-2
CN1c2ccccc2N(C)C1c1c(O)ccc2ccccc12	-9	89	5	-8	0.2	6	-4	1	1.0	-6
Cc1ccc(N/C=C/C(=O)c2ccc(C)cc2)cc1	-8	91	2	2	0.2	32	-7	-3	-1.2	0
Cc1cc(NS(=O)(=O)c2ccc(NC(=O)C(CC(C)C)N3C(=O)c4ccccc4C3=O)cc2)nc(C)n1 (stereo unspecified)	-3	77	9	-8	-0.1	-4	0	-1	0.7	0
S=C(NCc1ccc2[nH]c3c(c2c1)CCCC3)Nc1ccccc1	-5	88	nt	-23	-0.2	-14	0	-5	3.6	-7
Cc1ccc(NS(=O)(=O)c2ccc(C(C)C)cc2)cc1S(=O)(=O)N1CCOCC1	-5	98	1	-7	0.6	-15	15	-2	0.5	-2
Cc1cccc(C(=O)Nc2ccccc2C(=O)NCc2cccnc2)c1	-5	93	-2	8	0.6	-14	6	0	-0.8	0
O=C(NCc1ccccc1)c1cccc(COc2ccc3c(c2)CCC3)c1	-19	99	9	-10	0.4	-3	6	-11	-0.3	-3
CCC(=O)Nc1c(C#N)c2nc3ccccc3nc2n1C1CCCCC1	-4	98	-7	8	0.1	6	10	-1	2.1	2
O=C(Cn1cnc2c(cnn2-c2ccccc2)c1=O)NCCc1ccccc1	nt	91	5	-10	0.1	26	-3	-1	-0.2	0
COc1cc(-c2nnc(-c3cc(-c4ccccc4)nc4ccccc34)o2)cc(OC)c1OC	0	96	-1	56*	-0.2	3	-1	1	0.7	4
Cc1c(OCC(=O)NCCN2CCOCC2)ccc2c1oc(=O)c1ccccc12	-7	98	3	61*	-1.0	-12	-7	-1	-0.1	-5
CCNC(=O)C1(C)CCCN(Cc2cc(-c3ccccc3)n(C)n2)C1 (stereo unspecified)	-6	92	6	2	0.0	-7	15	-5	2.3	-2
CC(C)=N/N=C1/NC(=O)C(Cc2ccccc2)S1 (stereo unspecified)	-19	105	1	7	-0.1	6	15	2	0.2	-4
CNC1(C(N)=O)CCNCC1	-19	92	-5	0	0.0	3	2	2	0.4	5
O=C(N[C@@H](CCC/[N+]([O-])=C/c1ccccc1)C(=O)O)OCc1ccccc1	-6	108	2	3	0.0	0	2	4	-3.2	0
COc1ccccc1NC1=C(C)C(=O)CC1	-2	105	6	16	-0.3	19	16	13	1.0	5
Cc1ccc(S(=O)(=O)N2CCOCC2)cc1NC(=O)COC(=O)c1ccc(Cl)s1	-5	101	11	-6	0.1	-9	10	-1	-0.2	-2
CC(=O)N(Cc1ccccc1)C1CC(=O)N(Cc2ccccc2)C1=O (stereo unspecified)	-5	96	15	-1	-0.2	18	5	0	1.0	0
